# High-throughput results (PubChem BioAssay)
# Pol beta inh: blocks human DNA polymerase beta activity. P06746. Pol beta primer extension/strand displacement, fluorescence kinetic. Potency, µM (highest dose often 114 µM), for inactives: at the highest dose activity change, negative = inhibition, usual class: inhibitors. hit rate 1.3% among 340,000; further: on the % scale 0 is the no-effect control and ±100 the full control effect
#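 Reaction started by 50 nM substrate onto compound-treated Pol beta (10 nM, 15 min preincubation, room temperature); plates read at 0 min and 10 min. Normalized concentration-effect data fitted by four-parameter Hill equation.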
# G9a block: G9a (human) methyltransferase inhibition. Q96KQ7. AID 504332. hit rate 8.8% among 350,000. Potency, µM (top dose mostly 102 µM), for the others: top-dose activity, negative = inhibition, usual class: inhibitors. G9a H3K9 monomethylation, AlphaScreen, 2 h; further: on the % scale 0 is the no-effect control and ±100 the full control effect; nearly all actives have a fitted effect of over 75% in size
# Target sequence (Q96KQ7 913-1193 limits assumed): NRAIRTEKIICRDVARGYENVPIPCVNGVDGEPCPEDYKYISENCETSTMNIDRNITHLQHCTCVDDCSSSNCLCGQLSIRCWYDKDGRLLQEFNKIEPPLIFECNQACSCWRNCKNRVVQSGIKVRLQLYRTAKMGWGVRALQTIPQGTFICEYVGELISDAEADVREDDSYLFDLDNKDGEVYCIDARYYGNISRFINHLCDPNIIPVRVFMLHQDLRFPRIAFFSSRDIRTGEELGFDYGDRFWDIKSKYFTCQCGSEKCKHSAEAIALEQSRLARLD
#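 Quantitative HTS format: methyltransferase activity on a biotin-tagged H3K9 peptide is measured by AlphaScreen, using a rabbit anti-monomethyl-H3K9 antibody with streptavidin donor and anti-IgG acceptor beads. Final levels are 20 nM enzyme, 500 nM peptide, 20 uM SAM; 2 h RT.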
# POLK inh: inhibitors of human DNA polymerase kappa. Q9UBT6. purified Pol kappa, fluorescent DNA synthesis assay, 10 min. Potency, µM (doses to about 107 µM), inactives show at the highest dose activity, negative = inhibition, hits mostly inhibitors. hit rate 0.53% among 400,000; further: on the % scale 0 is the no-effect control and ±100 the full control effect
#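 First, compounds were pin-transferred onto 10 nM Pol kappa. After 15 min at room temperature, substrate was added to 50 nM final. Fluorescence was then measured kinetically at 0 and 10 min.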
# APEX1 inh: APE1 (human) endonuclease inhibition. P27695. recombinant APE1, TAMRA/BHQ-2 abasic DNA cleavage fluorescence. Potency, µM (titrated, usually from 65.8 µM), without a hit: at the top dose activity change, negative = inhibition, actives largely listed as inhibitors. hit rate 0.35% among 350,000;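 further: plate controls were vehicle for no effect and reference inhibitor for full effect; nearly all actives have a fitted effect of over 55% in size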
# Target sequence (P27695 whole entry, looked up): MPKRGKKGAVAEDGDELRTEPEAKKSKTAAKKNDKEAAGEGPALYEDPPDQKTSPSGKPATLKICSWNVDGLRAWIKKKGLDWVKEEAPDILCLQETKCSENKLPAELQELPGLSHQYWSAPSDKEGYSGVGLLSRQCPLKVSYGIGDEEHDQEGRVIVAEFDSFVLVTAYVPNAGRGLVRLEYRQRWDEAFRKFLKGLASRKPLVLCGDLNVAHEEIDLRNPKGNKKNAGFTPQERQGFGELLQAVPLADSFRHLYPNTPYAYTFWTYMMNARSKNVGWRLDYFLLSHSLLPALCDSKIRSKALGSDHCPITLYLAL
#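 Step 1: APE1 (0.75 nM) with compound, 15 min RT. Step 2: add 50 nM fluorophore/quencher THF duplex. Step 3: three fluorescence reads 60 s apart (525/598 nm); read 3 minus read 1 = reaction progress.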
# Anesthetic bind: candidate novel general anesthetic via apoferritin binding; P02791; apoferritin/1-aminoanthracene competitive binding, fluorescence; Potency, µM (series often up to 77.5 µM), for the others: at the highest dose activity change, negative = displacement, hits mostly inhibitors; hit rate 0.074% among 350,000; further: on the % scale 0 is the no-effect control and ±100 the full control effect; nearly all actives have a fitted effect of over 20% in size
# Target sequence (P02791 2-175 limits assumed): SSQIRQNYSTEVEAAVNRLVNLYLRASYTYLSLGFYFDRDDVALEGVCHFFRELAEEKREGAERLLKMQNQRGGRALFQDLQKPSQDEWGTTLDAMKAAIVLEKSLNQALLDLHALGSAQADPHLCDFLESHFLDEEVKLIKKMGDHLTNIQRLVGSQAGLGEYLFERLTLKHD
#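 10 uM apoferritin + 50% sat. 1-AMA, PBS; cpd 10 min RT; Ex380/Em535 endpoint; normalized to free probe vs complex; 4-param Hill fit; propofol titration as pos. ctrl.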
# Pol eta inh: DNA polymerase eta (human) inhibition | Q9Y253 | recombinant Pol eta, fluorescent DNA replication assay | Potency, µM (series often up to 114 µM), for inactives: at the highest dose activity change, negative = inhibition, hits mostly inhibitors | hit rate 1.2% among 390,000; further: on the % scale 0 is the no-effect control and ±100 the full control effect
#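 Pol eta (10 nM) was preincubated with compounds for 15 min at room temperature, after which fluorescent replication substrate (50 nM final) was added to start the reaction. Fluorescence was read kinetically at 0 and 10 min.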
# BLM inh: blocks DNA unwinding by human BLM helicase; recombinant BLM DNA unwinding, fluorescence dequenching; Potency, µM (series often up to 56.1 µM), without a hit: at the top dose activity change, negative = inhibition, hits mostly inhibitors; hit rate 0.2% among 350,000; AID 2528;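 further: plate controls were vehicle for no effect and no enzyme for full effect; nearly all actives have a fitted effect of over 35% in size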
# Pol iota inh: inhibitors of human DNA polymerase iota. Pol iota fluorescent replication assay, 10 min. hit rate 1% among 390,000. AID 588590. Q9UNA4. Potency, µM (series often up to 115 µM), without a hit: top-dose activity, negative = inhibition, hits mostly inhibitors
#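 Pol iota at 10 nM preincubated 15 min with compounds at room temperature; reaction started with fluorescent substrate, 50 nM final. Fluorescence read kinetically at 0 and 10 min; buffer-only wells as negative control.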
# BAZ2B inh: blocks human BAZ2B; Q9UIF8; AlphaScreen BAZ2B-H3K14Ac peptide displacement; Potency, µM (doses to about 114 µM), without a hit: at the top dose activity change, negative = inhibition, hits mostly inhibitors; hit rate 4.4% among 360,000; further: on the % scale 0 is the no-effect control and ±100 the full control effect; nearly all actives have a fitted effect of over 60% in size
#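 In this displacement format the biotinylated H3(5-23) peptide acetylated at Lys14 serves as ligand at 50 nM, with BAZ2B at 50 nM in PBS pH 7.4 containing 0.01% Tween-20. Donor and acceptor beads are 10 ug/mL final.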
# Starred values were filed as active, the others as inactive; ? = inconclusive; . = not tested or not shown; [ ] = remark or other dose. The call rests on the fitted dose curve; in most records, active means well fitted curve in the direction sought with a large enough effect; inconclusive means small, poorly fitted or top-dose-only effect, or another doubt; inactive means no such curve, though single readings can be large; an effect the other way counts as inactive or inconclusive. Potency means the concentration at half of the fitted maximal effect. Not all compounds are listed; count on the stated rates, not on these rows.
nr	Compound	Pol beta inh	G9a block	POLK inh	APEX1 inh	Anesthetic bind
1	Cc1cc(C)c2c(CC(=O)N(CCC#N)Cc3cccnc3)coc2c1	1%	26%[12.7 µM]	-11%	1%	-5%
2	O=C(CN1CCC(C(=O)c2ccc(F)cc2)CC1)Nc1ccc(F)cc1	-1%	8%[59 µM]	-5%	7%	-14%
3	CC(=O)c1c(O)cc(O)c(C(C)=O)c1O	3%	-22%[59 µM]	11%	-4%	-12%
4	CCOC(=O)c1oc2ccc(S(=O)(=O)n3nc(-c4ccccc4OC)cc3N)cc2c1C	0%	?	-13%	.	-3%
5	O=C(CCCSc1nnnn1-c1cccc2ccccc12)c1ccc(F)cc1	25%	.	-4%	10%	-4%
6	CC(=O)Oc1ccc(-c2cccc(C(=O)N(C)c3ccc(O)cc3)c2)cc1	5%	-10%	-10%	-2%	-9%
7	Cc1c(Cc2ccccc2)sc(/N=C/c2c(O)ccc3ccccc23)c1C(N)=O	-17%	3.2µM*	-19%	-1%	?
8	CC(NC(=O)c1ccccc1)C(=O)NC1=NCCS1 (stereo unspecified)	18%	-12%[59 µM]	-5%	0%	-4%
9	O=C(OCCNC(=O)c1ccc2ccccc2n1)c1ccc(F)cc1	21%	4%[59 µM]	-21%	24%	?
10	NC(=O)C1CCN(CC(=O)Nc2ccccc2C(=O)NC2CC2)CC1	.	19%[59 µM]	-5%	9%	.
11	CC1CCN(C(=O)c2ccc(NC(=O)c3ccccc3)cc2)CC1	-4%	21%	2%	7%	?
12	Cc1cc(-c2n[nH]c(=S)n2/N=C/c2ccc(C)s2)n[nH]1	27%	1.8µM*	-12%	0%	6%

nr	Pol eta inh	BLM inh	Pol iota inh	BAZ2B inh
1	-11%	2%	14%	5%
2	4%	-3%	-13%	-2%
3	-16%	-6%	-10%	-5%
4	-24%	-9%	5%	-16%
5	1%	-5%	11%	-1%
6	2%	-6%	10%	-20%
7	?	-23%	?	?
8	-19%	0%	16%	-3%
9	-7%	-11%	-10%	-3%
10	-13%	.	-8%	-1%
11	-14%	-1%	41%[activator]	-3%
12	-25%	3%	19%	?

# Further structures:
nr	Compound	Pol beta inh	G9a block	POLK inh	APEX1 inh	Anesthetic bind
13	CC(C)(CNC(=O)c1ccc(Br)o1)N1CCOCC1	4%	.	4%	-7%	-2%
14	Nc1nc(CSc2ncn(-c3ccccc3)n2)cs1	0%	?	-9%	-11%	-15%
15	Cc1ccc(CN2CCN(CC(=O)Nc3ccc(C)c(C)c3)S2(=O)=O)cc1	-1%	-33%[59 µM]	-11%	.	59%[activator]
16	COC(=O)c1ccc(NC(=O)C[n+]2ccccc2)cc1	17%	7%	-2%	11%	-5%
17	Nc1nc(SCc2ccc([N+](=O)[O-])cc2)c2ncn([C@@H]3O[C@H](CO)[C@H](O)[C@H]3O)c2n1	-3%[57.1 µM]	?	.	1%	.
18	COc1cc(C(=O)N2CCN(c3ncnc4sc(C)c(C)c34)CC2)cc(OC)c1OC	7%	-12%	-5%	-2%	-8%
19	CCCn1c(O)c(N=NC(=O)CNC(=O)c2ccncc2)c2ccccc21	39%	.	6%	-3%	-12%
20	O=C(Nc1ccccc1C(=O)N1CCCCC1)c1cc(F)c(F)cc1Cl	13%	.	-17%	12%	-3%
21	CC(C)CCN1NC2(CCC(C)CC2)NC1=S (stereo unspecified)	1%	11µM*	2%	?	-4%
22	CC(=O)N(CC1CCCO1)c1nnc(-c2ccccn2)s1 (stereo unspecified)	18%	56µM*	-1%	-2%	?
23	COc1ccc(NC(=O)Cn2c(=O)n(-c3ccc(OC)c(OC)c3)c(=O)c3ccccc32)cc1	12%	6%[59 µM]	-4%	.	-4%
24	COc1ccc(OC(C)C(=O)N(C)Cc2nc(-c3ccc(OC)cc3)no2)cc1 (stereo unspecified)	-12%	-7%	-3%	7%	-4%
25	O=C(NCCc1ccco1)C(=O)NCC1OCCCN1S(=O)(=O)c1cc(F)ccc1F (stereo unspecified)	12%	0%	0%	24%	-9%
26	N=C1/C(=C\c2ccc(-c3ccc(C(=O)O)cc3)o2)C(=O)N=C2SC=C(c3ccccc3)N12	?	.	50µM*	-12%	7%
27	CCc1ccc2nc3nc(C)cc(C)c3c(N)c2c1	?	9%[59 µM]	-10%	?	786%[activator]

nr	Pol eta inh	BLM inh	Pol iota inh	BAZ2B inh
13	-9%	-10%	8%	-15%
14	-16%	1%	4%	-1%
15	-17%	-8%	2%	-10%
16	-15%	1%	39%[activator]	-7%
17	0%[57.1 µM]	.	-6%[58.9 µM]	.
18	-7%	-3%	14%	10%
19	2%	2%	22%	-16%
20	-6%	-1%	-1%	-7%
21	-17%	1%	53%[activator]	-37%
22	13%	-3%	3%	50µM*
23	-5%	-4%	28%	5%
24	-25%	-2%	160%[activator]	0%
25	-6%	-3%	3%	-24%
26	3.5µM*	5%	?	4.5µM*
27	2%	136%[activator]	?	-4%

# 5 of the compounds above, with two lines to a compound.
# Each structure is followed by: Pol beta inh	G9a block	POLK inh	APEX1 inh	Anesthetic bind	Pol eta inh	BLM inh	Pol iota inh	BAZ2B inh
19. CCCn1c(O)c(N=NC(=O)CNC(=O)c2ccncc2)c2ccccc21
 : 39%	.	6%	-3%	-12%	2%	2%	22%	-16%
20. O=C(Nc1ccccc1C(=O)N1CCCCC1)c1cc(F)c(F)cc1Cl
 : 13%	.	-17%	12%	-3%	-6%	-1%	-1%	-7%
21. CC(C)CCN1NC2(CCC(C)CC2)NC1=S (stereo unspecified)
 : 1%	11µM*	2%	?	-4%	-17%	1%	53%[activator]	-37%
22. CC(=O)N(CC1CCCO1)c1nnc(-c2ccccn2)s1 (stereo unspecified)
 : 18%	56µM*	-1%	-2%	?	13%	-3%	3%	50µM*
23. COc1ccc(NC(=O)Cn2c(=O)n(-c3ccc(OC)c(OC)c3)c(=O)c3ccccc32)cc1
 : 12%	6%[59 µM]	-4%	.	-4%	-5%	-4%	28%	5%
